Assay outcomes: PubChem BioAssay, National Center for Advancing Translational Sciences (NCATS)
uPA surface inh = cell surface uPA generation inhibition; cell surface uPA generation assay, qHTS; Potency, µM (highest dose often 38.3 µM), for inactives: at the top dose activity change, negative = inhibition, most hits filed as inhibitors; hit rate 0.31% among 330,000; active means well fitted inhibition curve with a large enough effect; inconclusive means small, poorly fitted or top-dose-only effect; inactive means no such curve, though single readings can be large or run the other way; tested in mouse RAW 264.7 cells; further: potency means the concentration at half of the fitted maximal effect; on the % scale 0 is the no-effect control and ±100 the full control effect; nearly all actives have a fitted effect of over 55% in size
Giardia killer = Giardia lamblia killing. Giardia lamblia trophozoite viability. activity change, % at 7.66 µM, hits read low. hit rate 0.15% among 340,000; in the data active means activity change below about -80%; inconclusive means between about -30% and that limit;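 further: parasites exposed to compound for two days anaerobically before the ATP read; on the % scale 0 is the no-effect control and ±100 the full control effect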
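Viability, read as ATP luminescence: trophozoites at 100 cells/well, compound added, 48 hrs anaerobic at 37 deg C, then 15-30 min room-temperature development before reading.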
RORgamma inh = inhibitors of mouse ROR gamma transcriptional activity; P51450; Drosophila S2 Gal4-RORgamma UAS-luciferase reporter, 20 h; Potency, µM (top dose mostly 53.6 µM), for inactives: top-dose activity change, negative = inhibition, usual class: inhibitors; hit rate 5.4% among 310,000; AID 2551; further: potency means the concentration at half of the fitted maximal effect; on the % scale 0 is the no-effect control and ±100 the full control effect; nearly all actives have a fitted effect of over 60% in size
Target sequence (P51450 whole entry, looked up, the tested form may be a part): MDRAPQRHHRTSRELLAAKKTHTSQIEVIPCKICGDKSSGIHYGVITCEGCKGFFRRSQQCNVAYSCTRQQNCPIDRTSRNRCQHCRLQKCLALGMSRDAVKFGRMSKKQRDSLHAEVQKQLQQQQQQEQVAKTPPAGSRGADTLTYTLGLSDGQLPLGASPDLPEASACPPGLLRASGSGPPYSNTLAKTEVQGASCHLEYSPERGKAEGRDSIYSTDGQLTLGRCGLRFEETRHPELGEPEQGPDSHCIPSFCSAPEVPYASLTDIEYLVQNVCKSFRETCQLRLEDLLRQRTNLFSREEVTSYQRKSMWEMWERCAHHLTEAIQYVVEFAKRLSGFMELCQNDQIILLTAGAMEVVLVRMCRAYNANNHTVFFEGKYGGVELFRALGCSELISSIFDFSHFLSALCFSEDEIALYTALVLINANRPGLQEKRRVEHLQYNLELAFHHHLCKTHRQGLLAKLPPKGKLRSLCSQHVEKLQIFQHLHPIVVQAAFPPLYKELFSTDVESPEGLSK
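Drosophila S2 cells stably expressing Gal4-DBD/mouse RORγ fusion under metallothionein promoter plus UAS-luciferase; compound 1 h, then 700 uM CuSO4 induction for 20 h at ambient temperature; inhibition read as reduced luminescence.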
Tb PFK block = blocks T. brucei phosphofructokinase; T. brucei PFK, ADP-Glo luminescence; Potency, µM (titrated, usually from 57.5 µM), for inactives: top-dose activity, negative = inhibition, hits mostly inhibitors; hit rate 0.17% among 330,000; AID 485367;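 further: potency means the concentration at half of the fitted maximal effect; 0% = uninhibited 1x PFK enzyme wells and -100% = no-enzyme wells; nearly all actives have a fitted effect of over 60% in size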
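Activity is normalized to no-enzyme wells (full inhibition) and 1.25 nM enzyme wells (no inhibition). Reaction: 0.5 mM F6P, 0.1 mM ATP, 45 min RT, ADP-Glo luminescence; concentration-response curves fitted and classed by quality.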
Rab9 prom act = Rab9 promoter activation; hit rate 2.8% among 320,000; Huh7 Rab9 promoter-luciferase reporter, luminescence, 24 h; AID 485297; Potency, µM (titrated, usually from 9.22 µM), without a hit: at the highest dose activation, negative = inhibition, actives largely listed as activators; further: potency means the concentration at half of the fitted maximal effect; % of control where 0% means no effect; nearly all actives have a fitted effect of over 60% in size
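Huh7 cells stably carrying Rab9 promoter–luciferase reporter, plated 1500 cells/well, compound added after 2 h and incubated 24 h at 37 °C; luciferase luminescence then read after 10 min with detection reagent.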
KCNH2 3.1 block = blocks the human KCNH2 3.1 channel isoform; U2OS KCNH2 3.1, thallium flux FluxOr; stronger effect = lower value; hit rate 0.95% among 340,000; AID 720553; activity change, % (tested at about 1.8 µM);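 active means maximum activity change below -70%; inconclusive means maximum activity change from -70% to -50%; inactive means maximum activity change above -50%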;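 further: thallium influx rate constant from kinetic fluorescence after stimulation buffer; on the % scale 0 is the no-effect control and ±100 the full control effect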
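Steps: virus added to U2OS suspension (4 h, RT, dark); medium with 10% FBS added, cells plated, 37 C overnight; FluxOr/Red40 loading buffer 45 min RT; stimulation buffer, 2 min kinetic read; rate constant normalized.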
NPC1 prom act = activators of NPC1 promoter | Huh7 NPC1 promoter luciferase reporter, 24 h | Potency, µM (highest dose often 9.22 µM), for inactives: at the highest dose activation, actives largely listed as activators | hit rate 2.4% among 320,000;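 further: potency means the concentration at half of the fitted maximal effect; % of control where 0% means no effect; nearly all actives have a fitted effect of over 60% in size; reporter is driven by a mutant NPC1 promoter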
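Quantitative HTS used a cell-based reporter: Huh7 cells stably bearing the NPC1 promoter upstream of luciferase were treated with compounds for 24 h, and promoter activation was read as luminescence.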
ELG1 genotox = inducers of genotoxicity in HEK293T ELG1-luciferase cells. Potency, µM (titrated, usually from 46 µM), for the others: at the highest dose activity change, positive = activation, hits mostly activators. HEK293T ELG1-luciferase reporter, luminescence, 16 h. hit rate 1.3% among 330,000; further: potency means the concentration at half of the fitted maximal effect; % of control where 0% means no effect; nearly all actives have a fitted effect of over 60% in size
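DMSO vehicle served as control against compound-treated ELG1-luciferase HEK293T cells; exposure lasted 16 hr at 37 °C and 5% CO2, followed by ONE-Glo luminescence detection after 30 min.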
FBPA coupling cs = inhibits coupling enzyme system, counter-screen for aldolase hits. coupling enzyme system counterscreen, AmpLite Red fluorescence. activity change, negative = inhibition, % at 58.2 µM, hits read low. hit rate 0.67% among 290,000. AID 2472; in the data active means activity change below about -30%; further: on the % scale 0 is the no-effect control and ±100 the full control effect
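Final compound at 57.5 uM, incubated 10 min at RT with coupling enzyme reagent (glyceraldehyde-3-phosphate), then 20 min with substrate and AmpLite Red detection. Fluorescence read at 525/598 nm; tests interference with the coupling assay, not aldolase inhibition.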
FLuc counter = firefly luciferase modulation, counter-screen for miR-21 project; P08659; purified FLuc, Km substrates, luminescence inhibition; Potency, µM (doses to about 57.5 µM), inactives show at the highest dose activity change, negative = inhibition, actives largely listed as inhibitors; hit rate 6.9% among 360,000;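 further: potency means the concentration at half of the fitted maximal effect; plate controls were vehicle for no effect and reference inhibitor for full effect; nearly all actives have a fitted effect of over 55% in size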
Target sequence (P08659 whole entry, looked up): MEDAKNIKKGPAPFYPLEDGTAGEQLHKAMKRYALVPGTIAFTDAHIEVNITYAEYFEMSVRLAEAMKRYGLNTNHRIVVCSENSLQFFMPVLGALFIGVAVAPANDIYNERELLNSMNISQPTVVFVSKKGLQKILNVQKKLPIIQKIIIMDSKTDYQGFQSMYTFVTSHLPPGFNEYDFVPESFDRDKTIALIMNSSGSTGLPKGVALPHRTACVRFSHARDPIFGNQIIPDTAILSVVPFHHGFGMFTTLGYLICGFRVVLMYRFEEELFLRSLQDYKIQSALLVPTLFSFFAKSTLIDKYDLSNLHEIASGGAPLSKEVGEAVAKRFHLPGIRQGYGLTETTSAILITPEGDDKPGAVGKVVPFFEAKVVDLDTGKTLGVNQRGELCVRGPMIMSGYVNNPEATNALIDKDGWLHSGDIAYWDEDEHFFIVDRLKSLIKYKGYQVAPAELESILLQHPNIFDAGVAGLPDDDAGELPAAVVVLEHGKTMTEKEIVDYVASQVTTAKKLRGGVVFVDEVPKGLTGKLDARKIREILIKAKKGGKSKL
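Purified P. pyralis luciferase (10nM final) with 10uM D-luciferin and 10uM ATP (Km levels) in 50mM Tris acetate pH 7.5, 10mM Mg acetate, 0.01% Tween-20, 0.05% BSA; qHTS 6-point titration, ~60 µM downward; luminescence read.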
VP16 counter = inhibits Gal4-VP16 luciferase reporter, ROR gamma counter-screen; Drosophila S2 Gal4-VP16 UAS-luciferase, luminescence, 20 h; Potency, µM (highest dose often 53.6 µM), without a hit: top-dose activity, negative = inhibition, hits mostly inhibitors; hit rate 3.5% among 310,000; AID 2546;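 further: Gal4-VP16 expression switched on by copper sulfate through the metallothionein promoter; potency means the concentration at half of the fitted maximal effect; on the % scale 0 is the no-effect control and ±100 the full control effect; nearly all actives have a fitted effect of over 50% in size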
* hit, by the source's call; ? = inconclusive; . = not tested or not shown; [ ] = dose if it differs, or a comment. Unless noted, the call rests on the fitted dose curve; in most records, active means well fitted curve in the direction sought with a large enough effect; inconclusive means small, poorly fitted or top-dose-only effect, or another doubt; inactive means no such curve, though single readings can be large; an effect the other way counts as inactive or inconclusive. Outcome played no part in choosing rows, and some 14% of all compounds hit somewhere here.

SMILES | uPA surface inh | Giardia killer | RORgamma inh | Tb PFK block | Rab9 prom act | KCNH2 3.1 block | NPC1 prom act | ELG1 genotox | FBPA coupling cs | FLuc counter | VP16 counter
CSc1ccccc1OCc1cc(C(=O)NCCCc2ccccc2)no1 | 6% | -12 | 22% | 1% | 0% | -4 | -1% | -5% | -1 | 6% | 3%
O=C(NNC(=O)c1cc(F)c(F)cc1Cl)c1ccc(NS(=O)(=O)c2cccs2)cc1 | 3% | -14 | . | -10% | -1% | -7 | -4% | -2% | . | -2% | .
COc1ccc(-c2csc3ncnc(Oc4cccc5ccc(C)nc45)c23)cc1 | 15% | -2 | ? | 9% | -3% | -9 | 3% | -4% | 1 | 8% | -2%
Cc1ccc(C2=CC(=O)CC(C)(C)C2)cc1 | ? | 27 | . | -4% | 0% | . | 5% | 4% | . | ? | .
Cc1c(C(C)NC(=O)Nc2ccc(F)cc2F)cnn1C (stereo unspecified) | . | -1 | -6% | 2% | -4% | -5 | 3% | 0% | 0 | 1% | 3%
Brc1ccc(CSc2nnc(-c3cccnc3)o2)cc1 | 0% | 8 | 25% | 0% | -10% | -4 | -2% | -2% | 1 | -6% | -9%
COC(=O)Cn1c(=NC(=O)c2ccc(OC)c(OC)c2)sc2cc(OC)ccc21 | -1% | -18 | 13% | 2% | -6% | 3 | 0% | -3% | -4 | -1% | -5%
CC(C)Cc1cc(C(=O)NCCCN2CCOCC2)no1 | 9% | 3 | 1% | -1% | 2% | -7 | -4% | 0% | 0 | -3% | -4%
Cc1ccccc1NC(=O)COc1ccc2c(c1)OC(C)(C)CC2=O | -15% | 13 | 23% | 0% | ? | 26 | ? | 14% | 8 | 24µM* | -8%
C=CCNc1nc(C2(C)CC3(CC(C)(C)OC3=O)C(=O)O2)cs1 (stereo unspecified) | 3% | 0 | -15%[10 µM] | 1% | -5% | -1 | 2% | -5% | 0 | 4% | 0%
COc1ccc(C2/C(=C(\O)c3ccc4c(c3)OCCO4)C(=O)C(=O)N2CCCN(C)C)cc1 (stereo unspecified) | 2% | 4 | -5% | -3% | 10% | 11 | -4% | 2% | -1 | 3% | -3%
CC1(c2ccccc2)CC(C)(C)N(C(=O)CSc2nnc(N)s2)c2ccccc21 (stereo unspecified) | -11% | 20 | 13% | 0% | -2% | 21 | 0% | -4% | -1 | 4% | -1%
COc1ccc(C2CC2C(C)=O)cc1 (stereo unspecified) | -6% | -7 | 23% | -2% | -2% | 9 | 0% | 0% | 1 | -5% | -7%
CCOc1[nH]n(-c2ccc(Cl)cc2)c(=O)c1C=Nc1ccc(OC)cc1 | -4% | -4 | -8% | 3% | 16% | -8 | -7% | -6% | 1 | 6% | -2%
O=C1c2ccccc2C(=O)N1CCC#Cc1ccc2cc(CCO)oc(=O)c2c1 | -10% | -13 | . | -2% | -8% | -7 | -5% | 1% | . | -3% | .
O=C(NN=C1CCCC1)c1ccc(O)cc1 | 4% | -2 | 11µM* | -2% | 2% | -4 | 3% | -2% | 2 | 1% | ?
O=C(O)/C=C/C(=O)Nc1ccc(OC(F)F)cc1 | -5% | -2 | -2% | 4% | 0% | -3 | 1% | 0% | -2 | -1% | 4%
COc1ccc(C(=O)c2ccc(N(C)C)cc2)c2ccccc12 | ? | 9 | ? | 2% | -13% | ? | -26% | ? | 0 | -12% | 3%
O=C(Cc1ccc(S(=O)(=O)N2CCCC2)s1)Nc1nc2c(s1)CCCC2 | 4% | 9 | -24% | -2% | 2% | 1 | 1% | ? | 1 | ? | ?
O=C(CN1CCCC1)Nc1ccc(Cl)cc1C(F)(F)F | 17% | 12 | -12% | 1% | 1% | 9 | -3% | 1% | 3 | -9% | -21%
CCC(=O)c1ccc(OCC(O)CN2CCN(c3ccc(F)cc3)CC2)cc1 (stereo unspecified) | 2% | 8 | 14% | -8% | -3% | -29 | -5% | 0% | -1 | 0% | -2%
O=C(Nc1ncc2c(n1)-c1ccccc1OC2)c1ccc(F)cc1 | -3% | -4 | 40% | -1% | -10% | 5 | 4% | -4% | -2 | -4% | -8%
CC(=O)c1ccc(-n2nncc2-c2ccc([N+](=O)[O-])cc2)cc1 | -11% | -10 | ? | -3% | -6% | 9 | 0% | -13% | -1 | 1% | ?
CCOC(=O)c1c(NC(=O)CN2C(=O)NC3(CCC(C)CC3)C2=O)sc(C)c1CC (stereo unspecified) | 4% | -8 | . | -12% | -3% | -7 | -9% | 19% | . | -1% | .
Cc1noc(C)c1NC(=O)N(C)C[C@H]1Oc2ccc(NC(=O)NC(C)C)cc2C(=O)N([C@H](C)CO)C[C@@H]1C | 2% | -10 | . | 1% | . | -33 | . | 1% | . | . | .
CCN(C[C@H]1N[C@@](Cc2ccccc2)(C(=O)OC)[C@H]2C(=O)N(C)C(=O)[C@@H]12)S(=O)(=O)c1ccc(OC)cc1 | -1% | -2 | . | 5% | . | -12 | . | -6% | . | . | .
CCOC(=O)c1sc2nccc(OC)c2c1N=CN(C)C | 5% | 7 | 1% | -3% | -4% | 11 | -6% | 5% | 1 | -1% | 6%
COc1ccc(C(=O)Nc2ccc3ccccc3c2)cc1 | 5µM* | ? | ? | -3% | ? | 6 | 0.089µM* | 0.46µM* | 0 | 0.19µM* | ?
Cn1cnnc1SCCn1c(N2CCCCC2)nc2c1c(=O)[nH]c(=O)n2C | 6% | 6 | -9% | 5% | -1% | 2 | 2% | 6% | 0 | 5% | -1%
CCC1(C)Cc2c(sc3c2c(=O)n(-c2ccccc2)c(=O)n3C)CO1 (stereo unspecified) | 7% | -5 | 5% | 0% | -6% | -2 | -6% | 0% | 2 | -1% | -1%
CCOC(=O)c1ccc(N2C(=O)c3n[nH]c(C)c3C2c2cccnc2)cc1 (stereo unspecified) | 3% | 14 | -32% | 4% | 4% | -10 | -4% | 1% | 4 | 7% | -15%
Cc1ccc(-c2nnn(Cc3nc4ccccc4s3)n2)cc1 | 6% | 9 | 0% | 2% | 13% | -3 | 1% | ? | 0 | ? | 5%
CC(NC(=O)c1cnc2ccccc2n1)c1ccccc1 (stereo unspecified) | -3% | -16 | ? | -11% | -5% | 1 | 4% | 1% | -2 | ? | 8%
CCCc1cc(=O)oc2cc(OCC(=O)N3CCN(C(=O)C4COc5ccccc5O4)CC3)ccc12 (stereo unspecified) | 0% | 5 | 24% | -3% | -6% | -3 | -1% | -14% | . | -2% | -7%
O=C1CSC(=Nc2ccc(F)cc2)N1 | 14% | -23 | -15% | -5% | -3%[1.84 µM] | 6 | -7% | 2% | 0 | 2% | 1%
O=c1c2ccccc2nc2n1C(CBr)CN2 (stereo unspecified) | 5% | -7 | -7% | 0% | -3% | 9 | -5% | -2% | 2 | -1% | 1%
O=C(NCc1ccccc1)C(c1ccncc1)N(C(=O)c1ccccn1)c1ccccc1 (stereo unspecified) | -4% | -7 | 30% | 0% | 6% | -15 | 6% | 21% | 2 | -15% | 4%
O=C(OCc1cc2ccccc2[nH]c1=O)c1ccc([N+](=O)[O-])cc1 | 14% | -17 | 2% | 3% | -5% | 0 | 1% | 0% | -1 | -1% | 2%
O=C(CCn1cnnn1)N1CCCC(Nc2ccc(F)cc2)C1 (stereo unspecified) | -3% | -12 | ? | 1% | 3% | 1 | -4% | 4% | 0 | -2% | 10%
O=C(NCCNC(=O)C(c1ccccc1)c1ccccc1)c1ccco1 | -1% | 13 | 2% | 5% | 1% | 4 | -3% | 6% | 1 | 7% | 6%
CN(C)C(CNC(=O)CN1C(=O)NC2(CCc3ccccc32)C1=O)c1ccco1 (stereo unspecified) | 0% | -9 | 0% | 18% | -2% | -20 | -4% | 0% | -2 | 3% | -10%
Cc1cc(=O)[nH]n(CCO)c1=O | 1% | -14 | -11% | 1% | -2% | 1 | -3% | -1% | -2 | -2% | -8%
CCCOc1ccc(/C(O)=C2/C(=O)C(=O)N(c3ccccn3)C2c2ccc(OC)cc2)cc1C (stereo unspecified) | -1% | 6 | 16% | 13% | -4% | 5 | 3% | 1% | 5 | -2% | 3%
Cn1nc(C(=O)Nc2ccc(S(=O)(=O)N3CCCC3)cc2)ccc1=O | 0% | 1 | -7% | 0% | -1% | 21 | -1% | 0% | 0 | 0% | 3%
